m5-HT2A agonist = agonists of mouse serotonin 5-HT2A receptor (HTR2A) | P35363 | CHO-K1 mHTR2A beta-arrestin complementation, luminescence; percent of 30 µM serotonin response | activation, % at 7.6 µM | actives 0.66% (n = 360,000);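 active = activation above a run cutoff, the mean activation of all tested compounds plus 3 SD, cut at about 14% in these data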;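 also: 0% = plate median of compound wells and 100% = 30 µM serotonin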
PDI turbidity = blocks human protein disulfide isomerase activity; P07237; PDI insulin aggregation turbidity, A650, 90 min; inhibition, % at 10 µM; actives 0.052% (n = 350,000); AID 588391;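 active = mean inhibition across replicates of 30% or more, whatever share of single replicates reach that level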;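 also: absorbance from insulin aggregation driven by PDI reduction with DTT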
Cardio protect = myocardial damage modulation in H9c2 cells. H9c2 cardiomyocytes, H2O2 injury protection, ATPLite, 2 h. protection from H2O2 cell death, % at 20 µM. actives 0.63% (n = 360,000). AID 588492;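 active = compounds giving at least 50% protection of heart cells from peroxide-induced death in the single-dose screen, raw or plate-pattern-corrected value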;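 also: 0% = DMSO wells with peroxide and 100% = DMSO wells without peroxide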
Exocytosis inh = blocks lytic granule exocytosis; actives 0.66% (n = 360,000); TALL-104 LAMP-1 surface exposure, flow cytometry; cells stimulated with thapsigargin and PMA; AID 651702; inhibition, % at 10 µM;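 active = inhibition above about 55%, limit read from the data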
MC4R ag barr = human MC4R agonism via beta-arrestin | actives 0.98% (n = 360,000) | P32245 | AID 540308 | activation, % at 8.9 µM | U2OS MC4R beta-arrestin complementation, luminescence; percent of melanotan II response, DMSO zero;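 active = activation above a per-plate cutoff, the mean activation of sample wells on that plate plus 3 SD, cut at about 8% in these data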
N-glyco inh = N-linked glycosylation inhibition; D54 ERlucT glycosylation luciferase reporter, 24 h; percent of 100 nM tunicamycin response; reporter increase, % at 12.5 µM; actives 0.23% (n = 360,000); AID 588692;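 active = mean luciferase reporter signal, scaled so untreated is 0 and the glycosylation-blocking control 100, at or above a set limit in every replicate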;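 also: luciferase carries N-glycosylation sites so blocking glycosylation raises the light; 0% = median of neutral control wells and 100% = median of 100 nM tunicamycin wells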
MC4R antag cAMP = human MC4R antagonism in cAMP assay | MC4R-expressing cells, MTII-stimulated cAMP, LANCE TR-FRET | inhibition, % at 6.5 µM | actives 0.48% (n = 360,000) | AID 540295;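 active = inhibition above its plate's cutoff, the mean of tested wells on that plate plus 3 SD, cut at about 29% in these data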;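 also: 0% = Melanotan II alone and 100% = Melanotan II plus saturating MCL0020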
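material = U2OS cells stably expressing human melanocortin 4 receptor (MC4R) | also added = Melanotan II challenge | dosing = single nominal compound dose of 6.5 µM | detection = TR-FRET with Eu-cAMP and labeled anti-cAMP, 671 nm | replication = singlicate | timing = compound 30 min, challenge 1 h, detection 1 h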
ABHD5-PLIN5 inh = inhibitors of human ABHD5-perilipin-5 interaction; Q00G26+Q8WTS1; Split G. princeps luciferase complementation, luminescence, 4 h; inhibition, % at 4 µM; actives 0.78% (n = 360,000);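 active = inhibition above the mean inhibition across every tested compound plus 3 SD, cut at about 22% in these data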;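 also: 0% = DMSO only wells and the 100% control is not disclosed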
Target sequence (Q00G26 whole entry, looked up): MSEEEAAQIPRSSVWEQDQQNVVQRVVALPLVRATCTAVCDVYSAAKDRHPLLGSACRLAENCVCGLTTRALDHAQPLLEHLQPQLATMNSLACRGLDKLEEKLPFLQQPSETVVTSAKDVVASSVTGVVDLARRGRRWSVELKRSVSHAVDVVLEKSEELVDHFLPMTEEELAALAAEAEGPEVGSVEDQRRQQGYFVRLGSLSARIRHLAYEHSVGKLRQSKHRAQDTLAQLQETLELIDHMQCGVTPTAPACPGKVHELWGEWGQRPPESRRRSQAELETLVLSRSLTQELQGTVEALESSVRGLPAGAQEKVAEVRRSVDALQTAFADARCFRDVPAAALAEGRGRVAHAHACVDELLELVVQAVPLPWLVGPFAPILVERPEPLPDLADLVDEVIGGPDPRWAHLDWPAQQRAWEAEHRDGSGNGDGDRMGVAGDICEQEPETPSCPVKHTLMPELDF
Target sequence (Q8WTS1 whole entry, looked up): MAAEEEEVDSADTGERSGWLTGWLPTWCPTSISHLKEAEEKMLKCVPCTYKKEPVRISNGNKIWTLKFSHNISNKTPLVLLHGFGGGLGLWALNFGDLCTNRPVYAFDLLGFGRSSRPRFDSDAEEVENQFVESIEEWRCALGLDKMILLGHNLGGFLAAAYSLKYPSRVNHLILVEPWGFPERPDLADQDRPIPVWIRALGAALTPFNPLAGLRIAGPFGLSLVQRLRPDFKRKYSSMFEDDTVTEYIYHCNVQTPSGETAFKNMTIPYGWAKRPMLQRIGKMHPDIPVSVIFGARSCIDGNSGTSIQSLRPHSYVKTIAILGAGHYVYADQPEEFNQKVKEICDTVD
ABCB6 inh MLPCN = inhibitors of human ABC transporter ABCB6; Q9NP58; K562-ABCB6 porphyrin accumulation, flow cytometry, 1 h; hits give low values; fluorescence ratio to DMSO, % at 10 µM; actives 0.19% (n = 360,000);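 active = fluorescence ratio to DMSO below 75%, the collection mean minus 3 SD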;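 also: signal is porphyrin accumulated inside mitochondria; 100% equals median channel fluorescence of DMSO control wells; lower ratio means ABCB6 inhibition with less porphyrin fluorescence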
CaV13 FRET inh = Primary screen for inhibitors of IQ motif and Ca2+-dependent inactivation inhibitor domain binding in CACNA1D, Förster resonance energy transfer in living cells, … | inhibition, % at 12.3 µM | actives 0.098% (n = 340,000) | HEK cells, CFP/YFP FRET ICDI-IQ, plate reader, 10 min; percent FRET-ratio fall versus neutral wells | AID 743397;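 active = mean replicate inhibition of at least 30% and at least 1% of replicates passing that level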;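 also: 0% = median of the neutral control wells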
Numbers without * were called inactive; nt = no result given.

The first two compounds, to show the layout:
#	Structure	m5-HT2A agonist	PDI turbidity	Cardio protect	Exocytosis inh	MC4R ag barr
1	OC(c1ccccc1)(C1CCCCC1)C(CN1CCOCC1)c1ccccc1 (centres undefined)	-6	11	-11	-2	6.2
2	O=C(c1ccccc1)N(C(=O)c1ccccc1)c1ncnc2c1C(c1ccccc1)c1c(ccc3ccccc13)O2 (centres undefined)	-3	-2	9	-4	-1.7

#	N-glyco inh	MC4R antag cAMP	ABHD5-PLIN5 inh	ABCB6 inh MLPCN	CaV13 FRET inh
1	-11	8	-8	93	-13
2	7	6	3	94	-12

The list itself, previewed entries included:
#	Structure	m5-HT2A agonist	PDI turbidity	Cardio protect	Exocytosis inh	MC4R ag barr
1	OC(c1ccccc1)(C1CCCCC1)C(CN1CCOCC1)c1ccccc1 (centres undefined)	-6	11	-11	-2	6.2
2	O=C(c1ccccc1)N(C(=O)c1ccccc1)c1ncnc2c1C(c1ccccc1)c1c(ccc3ccccc13)O2 (centres undefined)	-3	-2	9	-4	-1.7
3	O=C(N/N=C1\CCc2ccccc21)c1ccccc1Cl	-7	-13	-3	-1	-1.0
4	COc1cccc(CN2CCC(C(=O)NC(c3ccc4c(c3)OCO4)c3ccccn3)CC2)c1 (centres undefined)	-6	2	-11	0	-1.3
5	CC(C)c1ccc(OCc2cccc(C(=O)N/N=C/c3cccnc3)c2)cc1	-9	-4	-5	-2	-0.6
6	Cc1ccc(S(=O)(=O)NCC(=O)Nc2cccnc2)cc1C	-4	-1	2	-5	-2.4
7	CC(=O)Nc1cccc(-c2cc(NC(C)=O)c3ncc(-c4ccccc4)n3c2)c1	-4	1	58*	-2	6.0
8	Cc1cc2nnc(SCC(=O)NCC3CCCO3)n2c2ccccc12 (centres undefined)	-6	3	-5	-3	-0.9
9	CCOc1ccccc1OCC(=O)OCC(=O)c1c(C)[nH]c2ccccc12	-1	-7	-5	5	-1.9
10	CCOc1ccc(N(C(C)C(=O)N2CCCCCC2)S(C)(=O)=O)cc1 (centres undefined)	5	-8	8	-2	-2.2

#	N-glyco inh	MC4R antag cAMP	ABHD5-PLIN5 inh	ABCB6 inh MLPCN	CaV13 FRET inh
1	-11	8	-8	93	-13
2	7	6	3	94	-12
3	1	-5	-5	102	7
4	-1	-4	-1	93	-4
5	-9	8	-7	100	-4
6	0	6	-2	100	-6
7	-5	10	0	95	-5
8	-1	4	-3	96	-4
9	0	-3	5	91	-3
10	1	2	-3	102	-6

(continued)
#	Structure	m5-HT2A agonist	PDI turbidity	Cardio protect	Exocytosis inh	MC4R ag barr
11	Cc1cccc(C)c1NC(=O)CSCC(=O)c1ccc(O)c(O)c1	2	6	17	0	0.8
12	Cc1ccc(S(=O)(=O)N2CCOCC2)cc1C(=O)NC1CCN(Cc2ccccc2)CC1	6	6	-10	-1	-1.8
13	Cc1ccc(-n2nc(C)c3onc(C)c3c2=O)cc1	-2	-1	1	-1	-1.3
14	COC(=O)[C@@]1(Cc2ccc(F)cc2)[C@H]2c3cc(C(=O)N4CCCC4)n(CCF)c3C[C@H]2CN1C(=O)c1ccccc1	5	nt	nt	3	nt
15	COc1ccc(CCNc2oc(-c3ccccc3OC)nc2C#N)cc1	-9	11	5	3	-0.8
16	CCC(CC)c1nnc(NC(=O)/C=C/c2ccco2)s1	-2	-8	-4	-2	-2.1
17	COc1ccccc1CNC(=O)c1ccc(NC(=O)CC2SC(N3CCCC3)=NC2=O)cc1 (centres undefined)	-1	-6	-2	-3	-1.9
18	O=C(c1ccc(Cl)c(Cl)c1)N1CCC(=O)N([C@H](COCc2ccc(Cl)cc2)Cc2ccccc2)CC1	-2	nt	nt	8	nt
19	C=CCc1cccc2cc(C(=O)O)c(=O)oc12	-3	4	1	1	-1.4
20	COc1ccc(S(=O)(=O)N2CCCC(C(=O)Nc3ccc4c(c3)OCCO4)C2)cc1 (centres undefined)	1	-1	-6	-6	-0.9

#	N-glyco inh	MC4R antag cAMP	ABHD5-PLIN5 inh	ABCB6 inh MLPCN	CaV13 FRET inh
11	-8	8	-31	103	-6
12	0	-1	-4	98	-3
13	-1	1	-1	95	-5
14	nt	nt	2	126	-9
15	1	0	2	94	nt
16	5	-8	2	94	-2
17	2	13	-1	100	-6
18	nt	nt	1	96	-6
19	1	10	6	95	-6
20	-2	7	4	103	-9

Next compounds follow.
#	Structure	m5-HT2A agonist	PDI turbidity	Cardio protect	Exocytosis inh	MC4R ag barr
21	Cc1cc(C)c(OCC(=O)OCC(=O)NCCC2=CCCCC2)c(C)c1	7	-7	-1	-2	2.1
22	COc1ccc(CCC(=O)Nc2cccc(S(=O)(=O)N3CCOCC3)c2)cc1OC	-7	-1	-1	-3	-4.5
23	COc1ccc(-c2n[nH]c(=S)n2CC(C)C)cc1	2	-2	-5	2	-0.7
24	COc1ccccc1NC(=O)CN(Cc1ccccc1)S(C)(=O)=O	6	-6	0	-2	1.6
25	CCOC(=O)c1c(CSc2ccccc2)n(C)c2ccc(O)cc12	-13	-7	-4	2	2.4
26	Cc1ccc(OC(=O)c2ccc3c(=O)n4c(nc3c2)CCC4)cc1	-1	3	-12	-1	-1.3
27	C[C@H]1CN([C@@H](C)CO)C(=O)CCCn2nncc2CO[C@@H]1CN(C)C(=O)Cc1ccccc1	-1	-8	-2	9	-2.2
28	CC1(C)CC(=O)C(C=NCCCN2CCOCC2)=C(O)C1	-1	-3	2	0	-0.5
29	Cc1c(C(=O)NCCC2=CCCCC2)oc2ccc(S(=O)(=O)N3CCC4(CC3)OCCO4)cc12	-2	0	28	0	1.2
30	O=C(Nc1nc2ccccc2[nH]1)c1ccccc1	2	0	-26	-2	1.7

#	N-glyco inh	MC4R antag cAMP	ABHD5-PLIN5 inh	ABCB6 inh MLPCN	CaV13 FRET inh
21	4	12	4	101	-4
22	-1	12	-2	96	-6
23	3	4	-4	97	-5
24	2	1	1	95	-4
25	1	10	-5	91	-3
26	1	-3	-12	98	-4
27	-1	3	0	92	-6
28	0	-1	-6	87	-2
29	-5	6	-12	93	-4
30	-11	16	-3	98	nt

Only PDI turbidity, ABCB6 inh MLPCN and CaV13 FRET inh (2 entries from above):
| cpd | smiles | PDI turbidity | ABCB6 inh MLPCN | CaV13 FRET inh |
| --- | --- | --- | --- | --- |
| 27 | C[C@H]1CN([C@@H](C)CO)C(=O)CCCn2nncc2CO[C@@H]1CN(C)C(=O)Cc1ccccc1 | -8 | 92 | -6 |
| 22 | COc1ccc(CCC(=O)Nc2cccc(S(=O)(=O)N3CCOCC3)c2)cc1OC | -1 | 96 | -6 |

More compounds.
#	Structure	m5-HT2A agonist	PDI turbidity	Cardio protect	Exocytosis inh	MC4R ag barr
31	COc1ccc(CCN(C)C(=O)c2cc(-c3ccc(C)cc3)nc3ccccc23)cc1OC	-2	3	6	28	1.0
32	Cc1ccc(C)c(S(=O)(=O)N2CCCCC2CCNC(=O)C(=O)NCc2ccccc2)c1 (centres undefined)	0	-15	-15	-2	0.0
33	COc1ccc(S(=O)(=O)N2CCCC2CNC(=O)C(=O)NCc2ccc(C)cc2)cc1 (centres undefined)	-2	1	2	-5	-0.8
34	COCCNC(=O)NC1(C(F)(F)F)Oc2ccc(Cl)cc2O1 (centres undefined)	-2	-2	11	2	1.3
35	CCCCC(=O)Nc1nnc(SCC(=O)NCC2CCCO2)s1 (centres undefined)	2	3	1	-8	-2.6
36	CCCNc1nc(C)cc(-c2cc(C(=O)NCc3ccccc3)on2)n1	-2	-3	-5	-12	0.8
37	O=C(N=Nc1c(O)[nH]c2ccc(Br)cc12)c1ccccc1-n1cccc1	-5	0	-11	12	-0.8
38	CC(C)Oc1ccc(C(CC(=O)NCc2ccco2)c2ccccc2)cc1 (centres undefined)	-4	-11	3	1	0.0
39	CCN1C(=O)N/C(=C/c2cc(C)n(Cc3ccccc3)c2C)C1=O	4	-5	4	-1	-1.6
40	CCOc1ccc(C(C(=O)NCCC(C)C)N(CCO)C(=O)c2snc(C(N)=O)c2N)cc1 (centres undefined)	-4	-27	-1	-1	-0.6

#	N-glyco inh	MC4R antag cAMP	ABHD5-PLIN5 inh	ABCB6 inh MLPCN	CaV13 FRET inh
31	0	-6	8	88	-6
32	3	-8	4	100	-2
33	-2	3	-2	96	-6
34	-5	-2	1	106	-6
35	2	-4	-3	96	-4
36	4	-6	0	98	-11
37	13	-27	-4	89	-7
38	-1	12	3	80	-7
39	-5	-16	4	100	-3
40	2	5	-5	100	-2

The listing continues.
#	Structure	m5-HT2A agonist	PDI turbidity	Cardio protect	Exocytosis inh	MC4R ag barr
41	CC(C)c1cccc(C(C)C)c1OC(=O)[C@H]1OC(c2ccc(Br)cc2)=C[C@@H]1c1ccc(Br)cc1	3	-4	-13	19	4.4
42	Cc1cccc(S(=O)(=O)Nc2ccc(S(=O)(=O)Nc3nccs3)cc2)c1	3	-1	3	61*	-2.7
43	C#CCNC(=O)C1=C[C@H](c2csc3ccccc23)C[C@H](OCCCCO)O1	3	7	-1	-3	0.3
44	O=C(CCNC(=O)c1ccc([N+](=O)[O-])cc1)Nc1cc(C(F)(F)F)ccc1N1CCOCC1	-3	0	6	-6	0.3
45	Cc1cc(C)c(S(=O)(=O)NCc2cn3c(C)csc3n2)c(C)c1	-5	-15	-8	1	-2.6
46	COc1ccc(CN2CCNC(=O)C2CC(=O)NC2CCCC2)c(OC)c1 (centres undefined)	-3	6	-2	9	1.9
47	CCCN(CCC)S(=O)(=O)c1ccc(NS(C)(=O)=O)cc1	-1	0	5	-3	-1.5
48	O=C(CSCc1ccccc1F)NCc1ccc(F)cc1	-4	7	3	-3	-0.9
49	CC(=O)Oc1ccc(C(=O)Nc2cccc(C(=O)Nc3ccccc3C(=O)O)c2)cc1	7	3	4	-1	-0.5
50	O=[N+]([O-])c1cccnc1Sc1ccccc1Cl	0	-1	-3	-5	-1.8

#	N-glyco inh	MC4R antag cAMP	ABHD5-PLIN5 inh	ABCB6 inh MLPCN	CaV13 FRET inh
41	-8	8	-15	95	-9
42	2	2	4	91	-2
43	1	14	0	89	-5
44	5	-3	2	97	-17
45	1	-1	-3	98	nt
46	2	14	-8	95	-7
47	2	-1	-3	88	13
48	-3	4	-6	99	-2
49	-1	3	-3	97	-19
50	1	-2	-11	89	-19

(next part)
#	Structure	m5-HT2A agonist	PDI turbidity	Cardio protect	Exocytosis inh	MC4R ag barr
51	Cc1ccc(CNc2cnccn2)cc1	-3	-4	0	1	0.0
52	Cc1ccc(C2=NO[C@@](CC(=O)O)(C(=O)Nc3ccc4c(c3)OCCO4)C2)cc1	-2	2	2	5	-0.4
53	COc1cc(F)ccc1S(=O)(=O)n1c(C)nc2ccccc21	-2	1	2	-10	-0.8
54	CS(=O)(=O)N1c2cccc3cccc(c23)S1(=O)=O	-1	-6	3	-11	-0.1
55	CC(=O)NC(C)c1nc2ccccc2n1C(C)C (centres undefined)	-3	nt	7	8	-1.2

#	N-glyco inh	MC4R antag cAMP	ABHD5-PLIN5 inh	ABCB6 inh MLPCN	CaV13 FRET inh
51	-1	0	2	100	-6
52	-1	0	-1	94	-22
53	0	-5	-11	100	-5
54	1	16	-2	95	-21
55	2	4	2	100	-3

Outcome played no part in choosing rows (roughly 4.2% active in at least one column).
